FLuc counter = firefly luciferase modulation, counter-screen for miR-21 project; purified FLuc, Km substrates, luminescence inhibition; Potency, µM (series often up to 57.5 µM), for the others: top-dose activity change, negative = inhibition, actives largely listed as inhibitors; 360,000 compounds, 6.9% hits; P08659;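 note: potency is the fitted concentration of half-maximal effect; plate controls were vehicle for no effect and reference inhibitor for full effect; nearly all actives have a fitted effect of over 55% in size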
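Purified P. pyralis luciferase (10nM final) with 10uM D-luciferin and 10uM ATP (Km levels) in 50mM Tris acetate pH 7.5, 10mM Mg acetate, 0.01% Tween-20, 0.05% BSA; qHTS 6-point titration, ~60 µM downward; luminescence read.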
NPC1 prom act = activates the NPC1 promoter | Huh7 NPC1 promoter luciferase reporter, 24 h | 320,000 compounds, 2.4% hits | Potency, µM (series often up to 9.22 µM), without a hit: at the top dose activation, usual class: activators;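 note: potency is the fitted concentration of half-maximal effect; % of control where 0% means no effect; nearly all actives have a fitted effect of over 60% in size; reporter is driven by a mutant NPC1 promoter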
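Readout is luciferase luminescence, reflecting NPC1 promoter activation in stably transfected Huh7 cells after 24 h compound exposure at 37 °C in reduced-serum medium with 10% FBS.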
KCNH2 3.1 inh = KCNH2 3.1 (human) potassium channel inhibition; U2OS KCNH2 3.1, thallium flux FluxOr; stronger effect = lower value; 340,000 compounds, 0.95% hits; activity change, % (tested at about 1.8 µM);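 active = maximum activity change below -70%; inconclusive = maximum activity change from -70% to -50%; inactive = maximum activity change above -50%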;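 note: thallium influx rate constant from kinetic fluorescence after stimulation buffer; % is set by controls: 0 for no effect and ±100 for the full control effect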
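Steps: virus added to U2OS suspension (4 h, RT, dark); medium with 10% FBS added, cells plated, 37 C overnight; FluxOr/Red40 loading buffer 45 min RT; stimulation buffer, 2 min kinetic read; rate constant normalized.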
Mito fusion act = blocks mitochondrial division or promotes mitochondrial fusion; S. cerevisiae fusion-defective mutant growth rescue, CellTiterGlo 48 h; Potency, µM (doses to about 46.1 µM), for inactives: top-dose growth rescue (activation), most hits filed as activators; 320,000 compounds, 0.23% hits;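 note: potency is the fitted concentration of half-maximal effect; % of control where 0% means no effect; nearly all actives have a fitted effect of over 45% in size; temperature-sensitive fusion mutants such as fzo1-1 at 37 °C on non-fermentable ethanol glycerol medium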
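S. cerevisiae fusion-defective temperature-sensitive mutants (e.g. fzo1-1, mgm1-5) grown 48 h at 37C in YPEG (ethanol/glycerol non-fermentable) medium with 23 nl compound per well; growth rescue read as CellTiterGlo luminescence.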
Menin MLL FP TR = menin-MLL binding inhibition, Texas Red mutant peptide | O00255 | Menin + Texas Red MLL mutant peptide, fluorescence polarization | Potency, µM (titrated, usually from 61.6 µM), for the others: top-dose FP activity change, negative = inhibition, hits mostly inhibitors | 270,000 compounds, 0.23% hits | AID 1768; active = well fitted inhibition curve with a large enough effect in the polarisation, with a control signal flat, not every such curve was filed as active; inconclusive = small, poorly fitted or top-dose-only effect, or effect the other way, or a change in a side signal; inactive = no such curve, though single readings can be large or run the other way; the % refers to the polarisation; note: potency is the fitted concentration of half-maximal effect; % of control where 0% means no effect; many of its hits are not listed in these tables
Target sequence (O00255 whole entry, looked up): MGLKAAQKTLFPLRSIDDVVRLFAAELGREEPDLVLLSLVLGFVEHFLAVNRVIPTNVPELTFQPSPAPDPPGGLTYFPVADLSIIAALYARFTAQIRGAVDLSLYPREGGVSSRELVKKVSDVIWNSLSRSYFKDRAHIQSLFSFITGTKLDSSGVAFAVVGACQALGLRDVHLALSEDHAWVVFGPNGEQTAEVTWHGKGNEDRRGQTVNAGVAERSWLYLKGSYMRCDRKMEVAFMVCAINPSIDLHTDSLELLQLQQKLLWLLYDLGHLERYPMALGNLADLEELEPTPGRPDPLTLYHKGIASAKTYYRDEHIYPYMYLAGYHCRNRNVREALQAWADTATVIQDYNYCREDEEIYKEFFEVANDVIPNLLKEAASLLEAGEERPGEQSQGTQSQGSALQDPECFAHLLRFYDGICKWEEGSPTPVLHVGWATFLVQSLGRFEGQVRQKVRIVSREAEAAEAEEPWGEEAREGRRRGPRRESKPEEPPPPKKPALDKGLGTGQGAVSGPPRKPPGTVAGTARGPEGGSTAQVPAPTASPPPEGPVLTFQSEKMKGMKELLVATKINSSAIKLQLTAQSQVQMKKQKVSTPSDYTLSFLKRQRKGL
PKM2 activator = increases activity of human pyruvate kinase M2. P14618. purified PKM2, Kinase-Glo ATP luminescence, activation; response scale: 0% is enzyme alone, no compound. Potency, µM (series often up to 57.5 µM), without a hit: at the top dose activation, usual class: activators. 260,000 compounds, 0.34% hits. AID 1631; note: potency is the fitted concentration of half-maximal effect; % is set by controls: 0 for no effect and ±100 for the full control effect; nearly all actives have a fitted effect of over 55% in size
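hPK-M2, >95% pure; 0.1 mM ADP / 0.5 mM PEP final; imidazole pH7.2 buffer w/ 7 mM MgCl2, 50 mM KCl; 1 h RT; Kinase-Glo lum. Intermediate enzyme activity for dual inhibitor/activator qHTS.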
RORgamma inh = blocks mouse ROR gamma transcriptional activity | P51450 | Drosophila S2 Gal4-RORgamma UAS-luciferase reporter, 20 h | Potency, µM (top dose mostly 53.6 µM), for inactives: top-dose activity change, negative = inhibition, hits mostly inhibitors | 310,000 compounds, 5.4% hits | AID 2551; note: potency is the fitted concentration of half-maximal effect; % is set by controls: 0 for no effect and ±100 for the full control effect; nearly all actives have a fitted effect of over 60% in size
Target sequence (P51450 whole entry, looked up, the tested form may be a part): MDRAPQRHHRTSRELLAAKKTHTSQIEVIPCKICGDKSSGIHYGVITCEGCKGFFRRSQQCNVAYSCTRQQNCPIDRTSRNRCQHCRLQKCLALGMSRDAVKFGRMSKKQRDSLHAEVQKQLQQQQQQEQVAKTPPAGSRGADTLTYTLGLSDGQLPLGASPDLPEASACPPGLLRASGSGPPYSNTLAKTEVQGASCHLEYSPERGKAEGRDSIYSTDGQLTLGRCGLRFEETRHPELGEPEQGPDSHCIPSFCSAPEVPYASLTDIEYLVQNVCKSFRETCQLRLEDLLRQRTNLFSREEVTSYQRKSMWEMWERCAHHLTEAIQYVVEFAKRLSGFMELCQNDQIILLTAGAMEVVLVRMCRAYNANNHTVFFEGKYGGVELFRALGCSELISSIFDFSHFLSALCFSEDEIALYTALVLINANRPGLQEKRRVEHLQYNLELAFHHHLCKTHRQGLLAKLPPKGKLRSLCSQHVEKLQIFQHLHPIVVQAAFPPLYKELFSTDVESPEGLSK
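Luciferase reporter read in Schneider cells carrying Gal4-RORγ (mouse) and UAS-Photinus luciferase; cells given compound 1 h before 700 uM copper sulfate induction, then incubated 20 h at ambient temperature.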
Gal4-VP16 FLuc = inhibits Gal4-VP16 luciferase reporter, ROR gamma counter-screen; Drosophila S2 Gal4-VP16 UAS-luciferase, luminescence, 20 h; Potency, µM (doses to about 53.6 µM), for the others: at the top dose activity, negative = inhibition, hits mostly inhibitors; AID 2546; 310,000 compounds, 3.5% hits;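 note: Gal4-VP16 expression switched on by copper sulfate through the metallothionein promoter; potency is the fitted concentration of half-maximal effect; % is set by controls: 0 for no effect and ±100 for the full control effect; nearly all actives have a fitted effect of over 50% in size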
Rab9 promoter act = activates the Rab9 promoter; Huh7 Rab9 promoter-luciferase reporter, luminescence, 24 h; Potency, µM (top dose mostly 9.22 µM), without a hit: at the top dose activation, negative = inhibition, usual class: activators; AID 485297; 320,000 compounds, 2.8% hits; note: potency is the fitted concentration of half-maximal effect; % of control where 0% means no effect; nearly all actives have a fitted effect of over 60% in size
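Steps: seed 1500 Huh7 Rab9-luc cells per well, rest 2 h at 37 °C; add compound in DMSO; incubate 24 h; add luciferase reagent, 10 min ambient; read luminescence.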
MBNL1 CUG block = blocks human MBNL1 binding to CUG repeat RNA; Q9NR56; TR-FRET MBNL1-His/biotin-(CUG)12 binding, 665/545 ratio; Potency, µM (series often up to 57.5 µM), without a hit: top-dose activity change, negative = inhibition, actives largely listed as inhibitors; 280,000 compounds, 0.036% hits; AID 2675; active = well fitted inhibition curve with a large enough effect in the signal ratio, with a control signal flat, not every such curve was filed as active; inconclusive = small, poorly fitted or top-dose-only effect, or effect the other way, or a change in a side signal; inactive = no such curve, though single readings can be large or run the other way; the % refers to the signal ratio; note: potency is the fitted concentration of half-maximal effect; % is set by controls: 0 for no effect and ±100 for the full control effect
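MBNL1-His + Biotin-(CUG)12, cpd titration 92 nM–58 uM; Tb anti-His Ab 0.055 ng/ul, SA-XL665 5 nM (final); 60 min RT; ratiometric 665/545 nm, Ex 340 nm; normalized to buffer and full-complex controls.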
ELG1 repair inh = blocks ELG1-dependent DNA repair in HEK293T cells. AID 504467. Potency, µM (titrated, usually from 46.1 µM), inactives show at the highest dose activity change, negative = inhibition, actives largely listed as inhibitors. 330,000 compounds, 2.3% hits. HEK293T ELG1-luciferase reporter, luminescence, 16 h; DNA damage induced by 5-fluorouridine; note: potency is the fitted concentration of half-maximal effect; % is set by controls: 0 for no effect and ±100 for the full control effect; nearly all actives have a fitted effect of over 55% in size
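DMSO vehicle served as the neutral condition. Each well held 2,000 cells given 5-fluorouridine plus compound; after 16 hr at 37 °C/5% CO2, ONE-Glo was added and luciferase measured 30 min later.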
Active calls of the source: *; ? = inconclusive; · = not tested or not shown; & = joins results of further samples; [ ] = another dose, or the depositor's remark. Unless noted, calls come from the whole dose curve; as a rule, active = well fitted curve in the direction sought with a large enough effect; inconclusive = small, poorly fitted or top-dose-only effect, or another doubt; inactive = no such curve, though single readings can be large; an effect the other way counts as inactive or inconclusive.

SMILES	FLuc counter	NPC1 prom act	KCNH2 3.1 inh	Mito fusion act	Menin MLL FP TR	PKM2 activator	RORgamma inh	Gal4-VP16 FLuc	Rab9 promoter act	MBNL1 CUG block	ELG1 repair inh
Cc1nnc(NC(=O)CCSc2ccc(Cl)cc2)s1	1%	-1%	8	-14%	1%	-5%	-21%	1%	0%	1%	18%
C=CCN(CC=C)C(=O)Nc1cc(OC)ccc1OC	-14%	0%	6	7%	1%	3%	2%	12%	1%	-1%	4%
COCCCN=CC1=C(O)CC(c2ccccc2)CC1=O (stereo unspecified)	0%	-1%	11	-5%	0%	·	-1%	-1%	0%	-2%	3%
COc1cc(F)c(S(=O)(=O)N2CCOc3ccccc32)cc1OC	1%	-1%	-2	32%	-2%	·	-9%	6%	0%	-6%	-16%
CC(C)N(C(=O)CSc1nnc(NC(=O)c2cccs2)s1)C(C)C	?	-2%	-1	11%	9%	-4%	54%	15%	-7%	15%	11%
CCOC(=O)c1sc(NC(=S)NC(=O)c2ccccc2)nc1C	?	-4%	10	-4%	34%[activator]	?	11%	4%	-1%	0%	?
O=C(CN1CCCc2ccccc21)N/N=C/c1ccc(O)cc1O	15µM*	-13%	1	-2%	0%	5%	?	22µM*	-18%	2%	?
O=C1C(Cl)=C(NCC2CCCO2)C(=O)N1c1ccccc1 (stereo unspecified)	-15%	1%	-26	-2%	-2%	4%	24%	13%	13%	?	?
CN1CCN(NC(=O)c2cc(S(=O)(=O)N3CCOCC3)c(Cl)cc2Cl)CC1	4%	-2%	9	-4%	4%	0%	-8%	3%	0%	·	11%
Cc1cc(=O)oc2c3c(cc(OCC(=O)NCC(=O)O)c12)OC(C)(C)CC3	3%	2%	9	-8%	?	·	3%	-4%	1%	19%	6%
COc1ccccc1/C=N/NC(=O)CNC(=O)c1ccccc1	?	4%	-4	1%	·	2%	0%	5%	-1%	-5%	1%
COc1ccc2nc(N3CCN(C(=O)c4ccc5ncsc5c4)CC3)sc2c1	3%	-9%	-10	1%	·	·	·	·	-6%	·	-2%
Cc1nn(CC2CC2)c(=O)n1-c1ccccc1	4%	-1%	-12	12%	3%	5%	-14%	0%	2%	-6%	?
COc1ccc(C2C(C(C)=O)=C(O)C(=O)N2CCN(C)C)cc1OC (stereo unspecified)	17%	2%	·	0%	-8%	-1%	8%	-3%	-3%	3%	-3%
Cc1cc2n(n1)SC(Nc1cc(Cl)ccc1Cl)N2 (stereo unspecified)	?	-3%	3	12%	16%	4%	0.5µM*	0.56µM*	-2%	-3%	18%
Oc1c(C(Nc2nccs2)c2ccc(C(F)(F)F)cc2)ccc2cccnc12 (stereo unspecified)	-5%	-19%	-21	-1%	21%	-9%	0.56µM*	1µM*	-23%	38%[activator]	2.6µM*
CCn1c(=O)cc(OCC(=O)NCCCN2CC(C)CC(C)C2)c2ccccc21 (stereo unspecified)	-1%	-5%	4	-4%	0%	7%	-2%	2%	-2%	5%	?
COc1ccc(-c2oc3cccnc3c2C#CCO)cc1	-4%	-3%	5	-12%	-11%	1%	?	-6%	-3%	?	?
Cc1cc([N+](=O)[O-])nn1CCCC(=O)N1CCN(c2ccccc2)CC1	0%	-1%	3	0%	-12%	6%	23%	3%	-1%	21%	5%
Cc1ccc(NC(=O)c2ccc3nsnc3c2)c(C)c1	?	?	14	-2%	16%	·	16%	-5%	?	?	?
CCCOc1ccc(C(=O)NNC(=S)NC(=O)c2cc(-c3ccccc3)nc3ccccc23)cc1	?	-5%	-7	4%	?	-3%	7.1µM*	-18%	0%	6%	-3%
CCOc1ccc(-c2nc(N)ncc2Oc2cccc(OC)c2)c(O)c1	-1%	-3%	5	-1%	34%[activator]	-10%	38%	-5%	-2%	10%	?
Cc1ccc(OC(=O)C2CSC3(C)CCC(=O)N23)c(Br)c1 (stereo unspecified)	-10%	13%	-15	4%	·	·	·	·	11%	·	0%
Cc1onc(-c2ccccc2)c1C(=O)Nc1ccc2c(c1)OCO2	1%	5%	-7	1%	6%	0%	16%	-2%	-1%	7%	1%
N/C(=N\c1nc(CSc2ccccn2)cc(=O)[nH]1)Nc1ccc(Cl)cc1Cl	1%	-5%	-4	2%	·	3%	-10%	-12%	-1%	13%	7%
C=CCSC1=C(C#N)C(c2ccc(OCC)cc2)CC(=O)N1 (stereo unspecified)	3%	1%	3	5%	-7%	0%	-26%	-1%	-2%	11%	1%
Cc1cc(N2CCCC2)nc(SCC(=O)c2ccccc2)n1	-2%	3%	-3	-1%	-10%	0%	?	?	21%	-3%	?
NC(=O)C(=O)N/N=C/c1c[nH]c2ccc(Br)cc12	-1%	0%	2	-2%	?	·	-8%	2%	10%	9%	-5%
COc1ccc(C(c2nnnn2CC2CCCO2)N2CCN(c3cccc(C)c3C)CC2)cc1 (stereo unspecified)	2%	-4%	-2	?	-13%	1%	?	-2%	-3%	-4%	?
Cc1cccc(C)c1NC(=O)C(=O)NCC1CCCN1S(=O)(=O)c1ccccc1 (stereo unspecified)	3%	7%	3	-1%	·	·	·	·	-3%	·	-6%
CN(C(=O)COC(=O)CN1C(=O)c2ccccc2C1=O)c1c(N)n(Cc2ccccc2)c(=O)[nH]c1=O	-1%	-1%	-12	-5%	·	·	·	·	-4%	·	-2%
Cc1cc(C)nc(SCc2ccc(C(=O)O)o2)n1	-2%	9%	5	-1%	18%	?	2%	9%	-4%	5%	10%
Cc1ccc(SCCN2CCC(C)CCC2=O)cc1 (stereo unspecified)	19µM*	4µM*	1	-1%	0%	-5%	-16%	11%	?	-6%	?
C/C(Cl)=C/CN1C(=O)C2C3C=CC(C3)C2C1=O (stereo unspecified)	0%	-2%	-14	3%	9%	8%	-5%	4%	-7%	1%	8%
COCCCNC(=O)c1cccc(C(=O)NCCCOC)c1	0%	-2%	6	-3%	12%	4%	?	0%	2%	4%	5%
Cc1ccc(C2=[N+]([O-])C3(CCCCC/C3=N\NC(N)=S)N(O)C2(C)C)o1 (stereo unspecified)	6%	1%	·	-1%	3%	9%	1.6µM*	2.2µM*	-5%	12%	5%
Cc1cc(C)c2c(N)c(C(=O)c3cccc(Cl)c3)sc2n1	0%	0%	1	15%	8%	1%	-2%	3%	-4%	15%	26µM*
CCC(NC(=O)c1cc(COc2ccc(OC)cc2Cl)on1)c1ccncc1 (stereo unspecified)	12µM*	25%	12	-2%	·	-7%	?	-8%	?	-6%	?
O=C(Cc1ccccc1)N/N=C/c1cc(Br)cc(Br)c1O	?	-9%	-12	-2%	?	·	0.79µM*	1.6µM*	0%[1.84 µM]	10%	6.5µM*
Cc1ccccc1NC(=S)NC(=O)Cc1ccc(Cl)cc1	0%	-5%	-6	-18%	13%	1%[11.5 µM]	7.9µM*	7.1µM*	0%	-8%	2%
CCCn1c(=O)c2[nH]c(C3CCCC3)nc2n(CCC)c1=O	2%	3%[46.1 µM]	4	?	-5%	0%	?	-2%&8%&-10%	17%[46.1 µM]	-12%	0%
CC(=O)c1cccc(NC(=O)CN2C(=O)c3ccccc3C2=O)c1	4%	0%	17	-1%	-3%	-1%[11.5 µM]	12%	0%	9%	17%	-10%
Cc1nn(-c2ccccn2)c2c1C(c1ccsc1)C1=C(CCCC1=O)N2 (stereo unspecified)	0%	-2%	23	3%	-7%	0%	?	?	-3%	-8%	?
Oc1ccc(-c2nnc(Nc3ccccc3)c3ccccc23)cc1	?	1%	7	-4%	·	0%	31%	1%	-9%	5%	?
CC(OC(=O)c1nsc(Cl)c1Cl)C(=O)NC(C)(C)C (stereo unspecified)	0%	2%	12	-3%	4%	-1%	-1%	3%	0%	9%	7%
COc1ccc(S(=O)(=O)N2CCCCC2)cc1NC(=O)Cc1cccc(C(F)(F)F)c1	-2%	-4%	0	4%	·	·	·	·	-3%	·	24%

Screening results from PubChem BioAssay.

A portion of the library (hit frequency here may not be typical).
